Screening results (PubChem BioAssay)
HCT116 bCat-KO = beta-catenin-lacking colon tumor cell growth suppression; HCT116 beta-catenin knockout viability, CellTiter-Glo, 60 h; active compounds read low; viability, % at 10 µM; 140,000 tested, 1.5% active; AID 818;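 active means viability at or under a set limit, the compound median less 4 SD, cut at about 6% in these data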;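 further: 0% = Hyamine 1622 control at 20 µM and 100% = untreated cell control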
Phagocytosis inh = macrophage phagocytosis inhibition; 110,000 tested, 0.07% active; inhibition, % at 5 µM; AID 1029; J774A.1 macrophage IgG-bead phagocytosis, imaging;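 active means inhibition above the mean of the plate negative controls plus 5 SD, cut at about 13% in these data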;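 further: phagocytic index as fraction of beads internalized from green versus red external bead signal; plate controls were DMSO negative control for no effect and cytochalasin-D positive control for full effect; some results beyond the cut were filed as inactive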
NPY Y2 blocker = antagonists of human neuropeptide Y receptor Y2; NPY-Y2 expressing cells, antagonist mode; inhibition, % at 2.7 µM; 140,000 tested, 0.99% active; AID 793; in the data active means inhibition above about 17%;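 further: 0% = vehicle with agonist challenge and 100% = reference antagonist with challenge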
Target sequence (P49146 whole entry, looked up): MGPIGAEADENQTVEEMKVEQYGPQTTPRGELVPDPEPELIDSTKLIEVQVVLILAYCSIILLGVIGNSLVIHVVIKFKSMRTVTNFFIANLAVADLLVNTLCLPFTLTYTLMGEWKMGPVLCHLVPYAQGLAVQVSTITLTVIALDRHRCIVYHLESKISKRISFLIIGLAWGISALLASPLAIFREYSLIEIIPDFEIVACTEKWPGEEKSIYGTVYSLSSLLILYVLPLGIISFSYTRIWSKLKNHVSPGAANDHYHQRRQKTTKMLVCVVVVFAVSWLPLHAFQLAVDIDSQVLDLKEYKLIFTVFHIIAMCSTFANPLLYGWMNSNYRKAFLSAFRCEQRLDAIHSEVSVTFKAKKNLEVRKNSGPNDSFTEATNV
E-sel TNF inh = blocks E-selectin expression induced by TNF alpha. HUVEC TNFa-induced E-selectin immunofluorescence, high content. inhibition, % at 2 µM. 120,000 tested, 0.71% active. AID 1246;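 active means inhibition above the batch mean plus 3 SD, and confirmed as a hit on visual image review, cut at about 43% in these data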;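 further: 0% = TNF-stimulated DMSO wells and 100% = unstimulated control wells; not every result past the cut was called active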
Yeast growth inh = chemicals that inhibit yeast BB579 growth in restrictive medium (lifespan-shortening candidates). 140,000 tested, 0.51% active. AID 804. S. cerevisiae BB579 growth, OD615, 48 h. inhibition, % at 10 µM;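 active means inhibition above a set limit, 3 SD over the mean compound inhibition, cut at about 44% in these data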; further: inactives centre near -24
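controls = amphotericin B 10 µg/mL, positive | assay system = DeaD yeast strain BB579 | schedule = 48 h compound exposure at 30 °C after 4 h preincubation | detection = OD615 turbidity measurement | medium = restrictive CSMM-D medium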
PTEN del growth = growth suppressors of cells with PTEN tumor suppressor deletion; HCT116 PTEN-null viability, CellTiter-Glo, 60 h; active compounds read low; viability, % at 10 µM; 140,000 tested, 1.2% active;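 active means viability at or below a set limit, 4 SD under the median of all tested compounds, cut at about 3.7% in these data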;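 further: PTEN knockout HCT116 line with beta catenin targeted HCT116 as companion control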
Measles CPE = protection of cells from measles virus. Measles virus-infected cells, CPE protection, absorbance. protection (pct of control), % at 4 µM. 140,000 tested, 1.5% active; in the data active means protection mostly above about 24%, no sharp cut-off; inactive means mostly below about 26%; further: some compounds called inactive have numbers as strong as hits
MRP-1 activ = MRP-1 activation; H69AR cells + doxorubicin, viability rescue, CellTiter-Glo; AID 799; 140,000 tested, 0.61% active; viability increase, % at 10 µM;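 active means viability gain under doxorubicin at or above a set limit, the compound median plus 3 SD, cut at about 4.7% in these data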;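 further: MRP-1 overexpressing cells given doxorubicin 25 µM after compound pretreatment; 18-22 h compound pretreatment then 72 h with doxorubicin before readout; 0% = doxorubicin-only wells and 100% = vehicle-treated cells without doxorubicin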
GALR2 antag = GALR2 (human) receptor antagonism; O43603; GALR2-expressing cells, antagonist mode; inhibition, % at 4 µM; 140,000 tested, 0.39% active; AID 828; in the data active means inhibition above about 27%;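 further: cells stimulated with galanin 1-16 at roughly its EC80; 0% = agonist challenge control and 100% = basal control without agonist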
Target sequence (O43603 whole entry, looked up): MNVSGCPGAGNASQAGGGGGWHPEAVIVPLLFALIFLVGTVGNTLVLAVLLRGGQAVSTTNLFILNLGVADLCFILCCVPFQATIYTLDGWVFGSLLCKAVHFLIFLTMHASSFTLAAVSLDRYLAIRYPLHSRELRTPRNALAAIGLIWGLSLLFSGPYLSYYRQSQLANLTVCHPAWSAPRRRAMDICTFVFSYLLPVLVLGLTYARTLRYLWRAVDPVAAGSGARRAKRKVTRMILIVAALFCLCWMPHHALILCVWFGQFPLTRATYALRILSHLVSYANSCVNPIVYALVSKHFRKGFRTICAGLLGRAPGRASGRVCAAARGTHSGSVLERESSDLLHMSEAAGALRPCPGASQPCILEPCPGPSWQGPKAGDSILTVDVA
Yeast life ext = yeast lifespan extension; S. cerevisiae growth with nicotinamide, OD615; deaD strain in restrictive glucose medium; inhibition of the nicotinamide effect, % at 10 µM; 130,000 tested, 0.68% active; AID 775;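 active means inhibition above a set limit, placed 3 SD over the median of all compounds, cut at about 26% in these data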;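 further: 0% = nicotinamide-treated wells and 100% = cells grown without nicotinamide; some compounds called inactive have numbers as strong as hits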
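Test system – modified budding yeast, DeaD strain · Compound – single dose 10 µM compound, 0.25% DMSO · Times – culture preincubation 4 h, compound exposure 48 h, both 30 °C · Detection – optical density (absorbance) at 615 nm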
Starred values were filed as active, the others as inactive; . = not tested or not shown.

SMILES	HCT116 bCat-KO	Phagocytosis inh	NPY Y2 blocker	E-sel TNF inh	Yeast growth inh	PTEN del growth	Measles CPE	MRP-1 activ	GALR2 antag	Yeast life ext
COc1cc(/C=N/NC(=O)c2ccncc2)ccc1OC(=O)c1ccc([N+](=O)[O-])cc1	93	.	2	-60	-10	97	16	1.5	-3	44*
Cc1cc(C)cc(NC(=O)Cn2c(=O)oc3cc(S(=O)(=O)N4CCC(C)CC4)ccc32)c1	103	0	-3	8	-56	100	14	-0.1	0	-9
COc1cccc(CC(NC(C)=O)C(=O)NC2CCN(c3c(Cc4ccccc4)c(C)nc4ncnn34)CC2)c1OC (stereo not given)	92	1	4	29	-20	92	38	-2.6	-10	0
CCOC(=O)c1cc(CC)sc1NC(=O)C1CC1	93	-2	4	.	27	95	27	-0.7	-4	-15
CN(CC(=O)NCCc1ccc(Cl)cc1)S(=O)(=O)c1ccc2c(c1)c(=O)n(C)c(=O)n2C	65	-1	4	5	-14	75	11	6.1*	2	-5
CCOc1ccc(-c2nnn(CCC(=O)O)n2)cc1OC	90	-1	2	9	-12	99	4	-3.0	5	-22
Cc1ccccc1-n1c(=O)[nH]c(=O)c2c(N)c(C(=O)c3ccc(Cl)cc3)sc21	74	-7	5	.	-23	68	17	-3.0	2	7
COCCNC(=O)c1onc(CSc2cc(C)ccc2C)c1C(=O)O	99	-1	10	-26	-32	86	9	-2.1	-4	-14
C=CCc1cccc2cc(C(=O)N(CC)CC)c(=O)oc12	98	.	3	12	-29	87	3	-2.6	-5	-1
Cc1noc(C)c1CSc1nnc2scc(-c3ccc(Cl)cc3)n12	97	-2	1	-6	-6	106	16	-1.1	-14	-8
COC(=O)c1sc2cnccc2c1N	92	-1	0	.	-13	87	7	0.1	-1	-27
O=c1cc(C(F)(F)F)oc2c1ccc1ccccc12	81	.	4	-6	-22	107	18	1.6	2	.
O=C1c2ccccc2C(=O)N1CCSc1ncn[nH]1	96	.	1	-6	-30	96	12	4.0	3	.
Cc1c(C(=O)NCc2cccnc2)oc2ccc(S(=O)(=O)N3CCCC(C)C3)cc12 (stereo not given)	79	-1	1	.	-35	79	10	-0.3	6	-3
CCCC(c1nnnn1CS(=O)(=O)c1ccc(C)cc1)N1CCN(c2ccccc2)CC1 (stereo not given)	69	-1	-2	16	-27	67	3	-0.6	-6	-11
CC(NC(=O)Cn1cnc2c1c(=O)n(C)c(=O)n2C)c1ccccc1 (stereo not given)	101	1	-2	.	-41	100	21	-1.3	-10	-4
O=C(CCn1c(=O)oc2ccccc21)N1CCN(c2ccccc2F)CC1	93	.	5	.	-14	85	5	0.1	-7	-5
O=C1c2ccccc2C(=O)N1CC1CCCO1 (stereo not given)	99	-5	-1	-12	-32	104	4	-0.5	-3	-19
Cn1cc(CNC(=O)c2sc3cccc(Cl)c3c2Cl)cn1	98	.	4	15	0	99	10	2.4	-1	.
Cc1cc(-c2ccco2)n(CC(=O)NCCN(C)C)n1	95	.	1	12	20	106	31	0.2	-11	0
O=S(=O)(c1ccc2ccccc2c1)N1CCN(C(=S)Nc2ccc(F)c(Cl)c2)CC1	85	-3	-4	-4	-22	87	6	-4.8	14	-1
O=C(CN(Cc1ccccc1)C1=NCCS1)c1ccc(Cl)cc1	86	-6	7	.	4	86	4	-1.9	7	10
Cc1nc2oc3c(NCC4CCCO4)ncnc3c2c2c1COC(C)(C)C2 (stereo not given)	80	.	0	.	-55	95	3	-3.2	-8	-11
Cn1cccc1/C=C1\SC(=S)N(NC(=O)c2ccc(Cl)cc2)C1=O	95	-6	13	.	-42	91	7	-2.5	-9	4
CC(C)(C)C1CCC(=NNc2ccc(S(N)(=O)=O)cc2[N+](=O)[O-])CC1 (stereo not given)	67	-10	2	25	-21	71	8	-2.2	-11	-3
Cc1cccc(NC(=O)c2ccc(N(C)C3CCCCC3)c([N+](=O)[O-])c2)n1	62	4	4	-21	-21	52	3	1.7	-7	-12
Cc1cccc(NC(=O)CSc2nnc(NC(=O)CN3CCCCC3)s2)c1	94	-2	0	.	-18	100	5	-1.8	7	0
N#CC1=C(N)Oc2cc3c(cc2C1c1ccc(Cl)cc1)OCO3 (stereo not given)	43	0	1	-25	-22	37	10	-1.0	6	-3
CCNC(=S)Nc1cc(OCC)c(N2CCOCC2)cc1OCC	96	0	1	-42	-4	92	2	-0.9	2	1
Nc1nc(-c2ccco2)nn1C(=O)c1ccccc1	85	0	-1	34	-16	98	5	-1.8	-3	-13
N#C/C(=C/c1cccs1)c1nc2ccccc2[nH]1	94	-5	0	.	-15	87	8	-1.8	19	0
CC1CCCCN1CCCNC(=O)c1ccc2c(=O)n(CCc3ccccc3)c(=O)[nH]c2c1 (stereo not given)	76	-1	1	-27	-72	82	16	-1.8	3	7
O=C(CCC1CCCCC1)Nc1c[nH]c(=O)[nH]c1=O	70	-3	1	.	-10	93	3	-2.5	-11	-7
Cc1occc1-c1nnc(SCC(=O)c2ccc(Cl)cc2)n1C	61	-3	3	26	-18	74	13	0.4	-6	-7
N#Cc1nc(COc2cccc(Cl)c2)oc1NCc1ccncc1	76	0	0	-16	-18	80	16	-5.8	2	-24
CCOc1ccc(NC(C)C(=O)N/N=C/c2cccs2)cc1 (stereo not given)	94	-2	4	.	-14	95	10	-1.3	-18	4
O=C(COc1ccccc1)N/N=C/c1cc2c(cc1[N+](=O)[O-])OCO2	92	-2	5	3	-16	106	11	0.2	5	1
COc1cccc(OC)c1OCC(O)CN1CCN(c2ccccc2)CC1 (stereo not given)	84	-5	5	20	-36	86	9	-2.9	-6	3
COc1ccc(N(CC(O)CN2C(=O)NC(C)(C)C2=O)S(=O)(=O)c2ccc(C)cc2)cc1 (stereo not given)	102	0	-1	15	-35	104	18	-1.0	-9	-5
CCCCS/C(N)=N/N=C/c1ccccc1O	33	-1	9	.	8	22	7	0.1	-13	-12
COc1ccccc1-c1nc(C(N)=O)c2[nH]c(=O)n(-c3cccc(C)c3)c2n1	94	-1	0	.	-33	83	27	-3.3	-7	-14
COc1cc(CSc2ncn[nH]2)c(OC)cc1CSc1ncn[nH]1	85	-3	2	.	-4	101	8	2.4	-17	-11
CCC(C)NS(=O)(=O)c1ccc(OCC(=O)N2CCC(C)CC2)cc1 (stereo not given)	89	.	-1	-25	-12	91	5	-3.2	16	.
COc1ccccc1NS(=O)(=O)c1cc(NC(=S)Nc2cc(C)cc(C)c2)ccc1Cl	87	0	0	.	-20	82	21	-3.3	10	2
CC1Cc2ccccc2N1C(=O)CSc1nnnn1C(C)C (stereo not given)	89	.	1	-19	-4	98	14	-3.1	5	-4
CCCCS(=O)(=O)N1CN(S(=O)(=O)CCCC)C2NC(=O)NC21 (stereo not given)	99	1	2	9	-13	114	10	-2.0	10	-20
CCOC(=O)C1CCN(C(=O)c2cc(S(=O)(=O)N3CCOCC3)c(Cl)cc2Cl)CC1	96	3	3	.	-15	97	9	-3.6	-2	-2
Cc1c(NC(=O)CSc2ccc(Cl)cc2)cccc1-c1nc2cc(Cl)ccc2o1	69	.	1	-9	-33	60	26	-4.1	7	0
CCn1c(CCNC(=O)c2cccs2)n[nH]c1=S	93	4	2	.	-10	96	32	0.9	-9	7
COc1ccc(OC)c(NC(=O)CCN2CCCC(C)C2)c1 (stereo not given)	96	-2	4	24	-44	101	17	-2.0	5	-2
O=C(CSc1nnnn1-c1ccccc1)Nc1nsc(-c2ccc(Cl)cc2)n1	94	2	15	-12	-42	92	4	-0.1	1	-22
N=c1oc2ccccc2cc1-c1nc(-c2ccc(Cl)cc2)cs1	80	2	6	.	-31	74	12	-2.9	2	-5
Cc1ccc(NC(=S)NC(=O)c2ccc(F)cc2)cc1S(=O)(=O)Nc1ccccc1Cl	92	-7	2	.	-12	78	5	-0.8	-10	2
COc1ccc(C(CC(=O)c2ccccc2)S(=O)(=O)c2ccccc2)cc1 (stereo not given)	15	-8	0	.	-17	6	.	-5.1	5	-1
O=C(CC(=O)NC1CCCCC1)N/N=C/c1ccc(Cl)cc1	87	.	4	-22	-34	101	4	-2.3	-18	-4
CC1(C(=O)OCC(=O)N2c3ccccc3Sc3ccccc32)CC1(Cl)Cl (stereo not given)	74	-7	-2	.	-30	82	6	0.1	-3	0
Cc1ccc(-n2c(C)cc(C(=O)COC(=O)c3ccc[nH]c3=O)c2C)cc1	97	-13	1	.	93*	89	22	-3.7	2	-6
Cn1c2c(c(=O)n(C)c1=O)C1c3ccccc3OCC1C(C)(C)O2 (stereo not given)	92	.	3	-3	-29	106	13	-2.6	5	-2
CC(C)C(c1nnnn1C1CCCCC1)N1CCOCC1 (stereo not given)	91	0	3	6	10	91	3	-3.2	9	-7
Cc1ccc2c(c1)c1ncnc(N3CCN(c4ccccc4)CC3)c1n2C	90	1	4	-10	13	81	2	-4.3	-3	-20
Additional results
SMILES	HCT116 bCat-KO	Phagocytosis inh	NPY Y2 blocker	E-sel TNF inh	Yeast growth inh	PTEN del growth	Measles CPE	MRP-1 activ	GALR2 antag	Yeast life ext
CCCc1[nH]nc2c1C(C1CCCCC1)C(C#N)=C(N)O2 (stereo not given)	59	-1	-2	-9	-30	68	21	-3.7	-2	0
Cc1c(C(=O)OC(C)C)sc(NC(=O)c2cccnc2)c1C#N	72	1	2	-34	-53	81	9	-1.1	-17	8
CCOC(=O)C1CCN(Cc2coc3ccc(Cl)cc3c2=O)CC1	92	-1	0	0	-32	102	13	-0.2	2	-4
CCc1c(C)nc(N)n2c(SCC(=O)N3CCCc4ccccc43)nnc12	93	0	2	-3	-18	91	16	-0.7	-1	-6
Cc1ccc(NC(=O)COC(=O)c2ccc3c(c2)NC(=O)C2CCCN32)cc1 (stereo not given)	68	-2	-1	.	-38	70	10	1.0	-5	-8
COc1ccc(C2=CC(=O)OC3(CCCC3)O2)cc1	91	0	9	4	-16	106	1	-0.5	-19	-15
Cc1nn(-c2ccccc2)c(/N=C/c2ccccc2O)c1-c1ccccc1	99	-6	15	.	-33	100	4	0.8	-8	-5
CC(C)C(c1nnnn1Cc1ccccc1)N1CCN(Cc2ccc3c(c2)OCO3)CC1 (stereo not given)	39	1	9	.	4	46	5	0.1	11	65*
CCN(CC)c1ccc2cc(C(N)=O)c(=O)oc2c1	94	.	14	8	-29	100	6	-3.2	-6	.
Cc1nn(S(=O)(=O)c2ccc(Cl)cc2)c(C)c1Sc1ccc([N+](=O)[O-])cc1	74	3	6	.	1	69	4	-2.3	5	-1
CCN(CC)CCCNC(=O)c1cc2c(=O)n(C)c3ccccc3c2n1C	71	0	2	-5	10	74	4	-3.6	-8	-13
Cc1ccccc1-n1c(CSC(=N)N)nc2ccccc2c1=O	83	-1	0	-49	-3	76	6	-1.4	31*	-3
CCOC(=O)N1CCN(C(=O)c2oc3ccc(S(=O)(=O)N4CCCCCC4)cc3c2C)CC1	102	0	3	14	-8	106	19	-1.2	-9	-11
